# Assay outcomes (PubChem)
# PLCg1 inh – PLC-gamma1 enzyme inhibitors, primary screen, biochemical, fluorescence, purified enzyme. 1-phosphatidylinositol 4,5-bisphosphate phosphodiesterase gamma-1 (Homo sapiens), P19174. fluorogenic substrate. inhibition, % at 12.2 µM. 370,000 tested, 0.84% active. AID 720700, 2013; in the data active = inhibition above about 9.5%
# DDE Tn6 FP inh – inhibitors of Tn6 peptide binding to fibrin DD(E), primary screen, biochemical, fluorescence polarization, human fibrin, Tn6 probe. 370,000 tested, 0.21% active. AID 720509, 2013. Fibrin DD(E) TRITC-Tn6 fluorescence polarization displacement. Fibrinogen beta chain (Homo sapiens), P02675. inhibition, % at 8.3 µM;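 active = inhibition above a per-campaign cutoff: mean of compounds within control limits plus 3 SD, cut at about 15% in these data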;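 note: 0% = median of all compound wells on the plate and 100% = blocking peptide control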
# Rev-erbA mod – modulators of Rev-erb alpha DNA binding, primary screen, biochemical, FITC-DNA, fluorescence polarization, uHTS; Nuclear receptor subfamily 1 group D member 1 (Homo sapiens), P20393; Rev-erbα–FITC-DNA binding, 90 min; activity, % at 10 µM; 370,000 tested, 0.79% active;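 active = activity above about 14%, limit read from the data; passing the limit was not always enough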;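 note: 0% = DMSO wells with 35 nM protein and 100% = DMSO wells with 750 nM protein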
# HGIII-sPLA2 inh – human group III sPLA2 inhibitors, primary screen, biochemical, QFRET, BODIPY PC-A2 liposome substrate | QFRET BODIPY PC-A2 liposome hydrolysis, fluorescence | inhibition, % at 12.2 µM | Group 3 secretory phospholipase A2 (Homo sapiens), Q9NZ20 | 370,000 tested, 0.56% active;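 active = inhibition above mean plus 3 SD of compounds lying within the high and low control bounds, cut at about 19% in these data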;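 note: 0% = median of test compound wells and 100% = no enzyme DMSO wells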
# Target sequence (Q9NZ20 whole entry, looked up): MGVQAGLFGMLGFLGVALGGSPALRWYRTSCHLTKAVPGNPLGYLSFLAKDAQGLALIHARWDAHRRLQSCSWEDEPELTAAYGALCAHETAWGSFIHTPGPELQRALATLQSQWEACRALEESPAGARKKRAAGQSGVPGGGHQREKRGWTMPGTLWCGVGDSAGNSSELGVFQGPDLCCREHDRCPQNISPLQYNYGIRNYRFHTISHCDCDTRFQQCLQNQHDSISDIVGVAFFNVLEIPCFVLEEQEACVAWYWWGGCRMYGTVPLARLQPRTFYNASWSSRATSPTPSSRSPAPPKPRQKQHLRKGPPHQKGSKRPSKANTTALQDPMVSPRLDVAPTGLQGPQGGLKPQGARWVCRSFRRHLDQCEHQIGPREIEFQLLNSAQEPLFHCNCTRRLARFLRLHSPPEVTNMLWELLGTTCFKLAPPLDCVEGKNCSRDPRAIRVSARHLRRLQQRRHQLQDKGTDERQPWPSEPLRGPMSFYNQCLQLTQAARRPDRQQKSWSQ
# proKLK7 act – proKLK7 zymogen activators, primary screen, biochemical, fluorescence intensity. activation, % at 7 µM. purified proKLK7, EDANS-DABCYL substrate fluorescence; 100% is mature enzyme control, 0% vehicle. AID 652039, 2013. 370,000 tested, 0.9% active. Kallikrein-7 (Homo sapiens), P49862;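 active = activation above the mean of all tested compounds plus 3 SD, computed per campaign excluding outliers beyond control limits, cut at about 13% in these data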
# Target sequence (P49862 whole entry, looked up): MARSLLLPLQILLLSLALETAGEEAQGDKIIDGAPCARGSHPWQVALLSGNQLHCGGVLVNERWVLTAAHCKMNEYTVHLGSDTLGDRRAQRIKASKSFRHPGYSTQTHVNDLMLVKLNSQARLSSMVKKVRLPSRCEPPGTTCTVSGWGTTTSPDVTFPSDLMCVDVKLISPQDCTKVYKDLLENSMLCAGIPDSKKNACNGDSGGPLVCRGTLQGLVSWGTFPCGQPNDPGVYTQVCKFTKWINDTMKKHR
# Tn7 DDE FP – inhibitors of Tn7 peptide binding to fibrin DD(E), primary screen, biochemical, fluorescence polarization, human fibrin, Tn7 probe; 370,000 tested, 0.13% active; inhibition, % at 8.3 µM; Fibrinogen beta chain (Homo sapiens), P02675; FP displacement of FITC-Tn7 peptide from fibrin DD(E); 0% = median of compound wells per plate;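 active = inhibition above the mean of compounds falling within the control limits plus 3 SD of them, cut at about 14% in these data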;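 note: 0% = plate median of compound wells and 100% = 10 µM Aha-Tn7 peptide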
#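 assay system = human clot-derived fibrin DD(E) complex | quantity = Fibrin-DD(E) at 2 µM final | timing = 10 min preincubation, 3 h with tracer, room temperature | signal = fluorescence polarization | measure = percent inhibition | benchmarks = high control wells with 10 µM unlabelled Aha-Tn7 peptide (full inhibition) | replicates = singlicate testing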
# ASAP1 GAP inh – inhibitors of human ASAP1 ArfGAP activity, primary screen, biochemical, fluorescence polarization | AID 624377, 2012 | inhibition, % at 16.5 µM | 360,000 tested, 0.19% active | ASAP1-stimulated ARF1 GTP hydrolysis, GDP FP detection; in the data active = inhibition above about 25%;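 note: 0% = vehicle with enzyme and substrate and 100% = no enzyme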
# UHRF1 MBD2 ctr – UHRF1 methylated DNA binding inhibitors, primary screen, counter-screen for MBD2 inhibitor project, biochemical, TR-FRET, human UHRF1, single concentration. 370,000 tested, 0.75% active. inhibition, % at 4.4 µM. UHRF1 binding to methylated oligo; in the data active = inhibition above about 21%;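 note: UHRF1 SRA domain binding a hemimethylated CpG hairpin DNA probe; 0% = median of test compound wells and 100% = reference inhibitor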
# PLC-beta3 inh – human PLC-beta3 inhibitors, primary screen, biochemical, fluorescence; 370,000 tested, 0.18% active; Purified PLC-beta3, fluorogenic substrate; inhibition, % at 12.2 µM; 1-phosphatidylinositol 4,5-bisphosphate phosphodiesterase beta-3 (Homo sapiens), Q01970; in the data active = inhibition above about 11%;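 note: 0% = median of compound wells on plate and 100% = full blocker control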
# ARFGAP1 inh – inhibitors of rat ARFGAP1 GAP activity, primary screen, biochemical, fluorescence polarization, GDP tracer; inhibition, % at 16.5 µM; ADP-ribosylation factor GTPase-activating protein 1 (Rattus norvegicus), Q62848; 360,000 tested, 0.26% active; AID 651572, 2012; Arfgap1-stimulated ARF1 GTP hydrolysis, GDP FP detection;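 active = inhibition above a per-plate limit, mean inhibition of low control wells plus 3 SD, cut at about 25% in these data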;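 note: 0% = DMSO wells with enzyme and 100% = wells lacking Arfgap1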
# Target sequence (Q62848 1-136 limits assumed): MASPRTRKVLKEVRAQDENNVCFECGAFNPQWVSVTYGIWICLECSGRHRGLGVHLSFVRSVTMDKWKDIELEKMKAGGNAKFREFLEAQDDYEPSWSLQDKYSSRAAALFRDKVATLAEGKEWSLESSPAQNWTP
#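 Material – truncated rat Arfgap1 GAP domain · Buffer or medium – HEPES-based buffer, pH 7.5 · Reagent – human ARF1(Δ1-17)-GTP substrate · Dosing – 16.5 µM single point, 1.26% DMSO · Schedule – GTP hydrolysis reaction 2 h at 25 °C · Technique – GDP detection by fluorescence polarization · Benchmarks – No-Arfgap1 wells (100%) versus DMSO full-reaction wells (0%) · Repeats – single replicate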
# * = called active by the depositor; i = inactive; · = no result given. Random draw from the library. About 4.5% of those tested had a hit in this group.
SMILES,PLCg1 inh,DDE Tn6 FP inh,Rev-erbA mod,HGIII-sPLA2 inh,proKLK7 act,Tn7 DDE FP,ASAP1 GAP inh,UHRF1 MBD2 ctr,PLC-beta3 inh,ARFGAP1 inh
O=c1[nH]c(Cc2cccs2)nc2scc(-c3ccc(Cl)cc3)c12,-1,-4,-4,6,-0.6,-1,0,11,-6,6
Cc1ccc2nc(SCC(=O)Nc3ccc(F)c([N+](=O)[O-])c3)[nH]c2c1,2,-9,-4,-26,-0.6,1,5,-3,3,10
O=C(CNc1nnnn1-c1ccccc1)N1CCCC1,0,0,0,2,1.0,-4,·,-2,0,·
CS(=O)(=O)N1CCN(C(=O)COc2ccc3ccccc3c2)CC1,3,-6,2,7,-0.5,-8,2,0,-5,2
Cc1cccc(CN2CCSCC2)c1,5,-1,1,-4,-1.3,0,-10,0,-2,-2
S=C(NCCCN1CCOCC1)NN=C1c2ccccc2-c2ccccc21,-34,9,2,8,-1.0,-1,2,-2,-55,10
c1ccc(Nc2cc(Nc3ccccc3)[nH]n2)cc1,22*,-11,3,1,-1.0,-3,14,13,5,4
CCN1CCCC1CN(Cc1cc2ccc(C)cc2[nH]c1=O)C(=S)Nc1ccccc1C(=O)OC (configuration not stated),-5,1,1,-3,0.6,-7,-3,-4,-5,-2
COc1ccc(C(C#N)CC(=O)c2ccc3c(c2)OCO3)cc1OC (configuration not stated),0,8,-3,1,-0.3,3,-1,0,-1,-1
C=CCNC(=O)C1CC2Cn3c(nc4cc(Cl)c(Cl)cc43)C2N1C (configuration not stated),1,-6,-4,9,0.5,1,9,4,-1,2
CC1(C(=O)NNC(=O)c2cccc([N+](=O)[O-])c2)CC1(Br)Br (configuration not stated),2,-2,1,3,-0.2,-5,3,2,-10,5
O=C(Cn1[nH]c(=O)c2ccccc2c1=O)N1CCN(S(=O)(=O)c2ccc(Cl)cc2)CC1,-3,1,3,-3,0.3,5,9,1,0,-2
NC(=O)C1(Nc2ccc(-c3ccc(Cl)cc3)cc2)CCCC1,5,-3,3,22*,-0.1,2,-2,3,-7,1
CC(NC(=O)c1cccnc1)C(c1cccs1)N1CCN(c2ccccc2F)CC1 (configuration not stated),6,0,4,3,-0.1,-1,4,13,7,0
CN(C)CCn1c(=S)[nH]c2ncccc2c1=O,-5,-5,-3,4,0.7,6,-10,-3,-10,3
CS(=O)(=O)c1cccc(-c2csc(N3CCC(C(N)=O)CC3)n2)c1,3,16*,-2,9,-0.4,-3,-3,-3,3,1
Nc1c(Cl)cc(C2=NCCn3nc4ccccc4c32)cc1Cl,-27,-3,-1,6,-0.2,10,-3,2,-36,6
CCc1ccc(C(=O)COC(=O)c2ccco2)cc1,4,-1,5,-9,0.5,-3,-17,1,-1,10
COc1ccc(CNC(=O)C(=O)NCC2OCCN2S(=O)(=O)c2ccc(OC)cc2)cc1 (configuration not stated),-1,-3,0,-10,-0.4,-1,1,-1,-4,3
Cc1ccc(S(=O)(=O)NCC(=O)OCC(=O)NC2CCCCC2)cc1,0,4,-8,2,0.3,9,-15,-1,-1,1
CCOC(=O)c1c(NC(=O)CN2CCN(C(=O)c3ccco3)CC2)sc(C)c1C,4,-1,-5,4,-0.1,-3,9,5,-1,13
COC(=O)C1CCN(c2cc(Cl)nc(N)n2)CC1,-1,1,4,0,-0.5,-2,-8,1,-3,6
Cc1cc(OC(=O)c2ccc(C(C)(C)C)cc2)c([N+](=O)[O-])c(=O)[nH]1,0,-5,0,2,-0.2,-2,3,-2,-3,8
CCOc1ccccc1Nc1cc(C)nc2ccc(C)cc12,-2,2,3,-5,-0.1,8,-5,0,-4,7
COc1ccccc1NC(=O)COc1ccc(C(=O)NCc2ccccc2)cc1OC,-3,6,5,-18,-0.1,5,-14,1,-3,4

# Two records picked at random from the list so far:
SMILES,PLCg1 inh,DDE Tn6 FP inh,Rev-erbA mod,HGIII-sPLA2 inh,proKLK7 act,Tn7 DDE FP,ASAP1 GAP inh,UHRF1 MBD2 ctr,PLC-beta3 inh,ARFGAP1 inh
CCOc1ccccc1Nc1cc(C)nc2ccc(C)cc12,-2,2,3,-5,-0.1,8,-5,0,-4,7
CCc1ccc(C(=O)COC(=O)c2ccco2)cc1,4,-1,5,-9,0.5,-3,-17,1,-1,10

# Marked active in PLCg1 inh, of those listed so far:
SMILES	PLCg1 inh	DDE Tn6 FP inh	Rev-erbA mod	HGIII-sPLA2 inh	proKLK7 act	Tn7 DDE FP	ASAP1 GAP inh	PLC-beta3 inh	ARFGAP1 inh
c1ccc(Nc2cc(Nc3ccccc3)[nH]n2)cc1	22*	-11	3	1	-1.0	-3	14	5	4

# Quoted from the listing:
# PLC-beta3 inh, `CCOC(=O)c1c(NC(=O)CN2CCN(C(=O)c3ccco3)CC2)sc(C)c1C` = -1
# HGIII-sPLA2 inh, `Cc1cc(OC(=O)c2ccc(C(C)(C)C)cc2)c([N+](=O)[O-])c(=O)[nH]1` = 2

# Other compounds.
SMILES,PLCg1 inh,DDE Tn6 FP inh,Rev-erbA mod,HGIII-sPLA2 inh,proKLK7 act,Tn7 DDE FP,ASAP1 GAP inh,UHRF1 MBD2 ctr,PLC-beta3 inh,ARFGAP1 inh
COc1ccc(C2C=C(c3ccc(C)cc3)Nc3ncnn32)cc1 (configuration not stated),i,5,0,-22,-23,6,0,4,i,15
COc1cc(NC(=O)COC(=O)CNC(=O)c2ccc(Cl)cc2)c(C)cc1[N+](=O)[O-],0,-2,0,-3,0.0,1,-27,3,2,20
COc1ccc(N(CC(=O)NC2CCCC2)C(=O)Cn2nnc(-c3ccc(C)cc3)n2)cc1,-2,12,4,-19,-0.1,0,1,-2,0,1
Cc1cccc(C)c1NS(=O)(=O)c1ccc(-c2cnc(C3CC3)o2)cc1,-1,5,-1,-19,-0.1,-1,8,-2,-9,-13
CC(C(=O)Nc1ccc(Cl)cc1)c1ncc(C(F)(F)F)cc1Cl (configuration not stated),3,3,-1,7,0.3,-2,-5,-1,6,-5
COc1ccc(CC(=O)OCC(=O)Nc2cccc(Br)c2)cc1,4,3,3,-2,-1.2,-1,9,-3,5,2
Cc1ccn2cc(CCNC(=O)CC(C)(C)C)nc2c1,0,-6,1,2,-0.2,2,0,6,-4,-8
CCC(OC(=O)C1=Cc2ccccc2OC1)C(=O)NCc1ccco1 (configuration not stated),-63,3,-2,-5,3.0,-5,-5,-1,-100,-3
O=C(Cc1cccs1)Nc1cccc(-c2nc3ccccc3[nH]2)c1,-1,-5,-8,-9,0.2,1,-4,-4,-1,-9
Cn1c(C(=O)N2CCCC(C(=O)NCc3ccc4c(c3)OCO4)C2)cc2sccc21 (configuration not stated),2,9,8,-8,0.6,0,-8,-1,0,0
CC1(C)CC(N=Cc2c(O)n(Cc3ccc4c(c3)OCO4)c(=O)c3ccccc23)CC(C)(C)N1,0,-9,0,0,0.4,6,-3,-1,-5,8
Cc1cc(C)n2c(SCC(=O)NC3CCCC(C)C3C)nnc2n1 (configuration not stated),-29,5,-6,-2,0.1,7,-14,-6,-38,-5
CCOC(=O)NC(=O)CSc1ccc(C)cc1C,0,3,3,-8,0.6,-6,-6,-1,-23,2
C/C(CC(=O)Nc1ccc(N(C)C)cc1)=N\NC(=O)c1ccccc1F,-5,-10,1,8,-0.7,-7,-3,1,1,0
Cc1c(C(=O)O)cccc1-c1ccc(/C=C2\SC(=O)NC2=O)o1,-60,-1,-6,-3,0.8,1,6,9,-72,-12
CCOc1cc(/C=N/NC(=O)CCCC(=O)NC2CCCCC2)ccc1O,-1,2,0,8,-3.3,-3,5,4,0,2
COCc1cc(C)nc(SCc2nc3ccccc3c(=O)[nH]2)c1C#N,-243,-4,4,5,0.8,0,12,2,-293,12
O=C1C2CC=CCC2C(=O)N1c1ccc(NCCc2ccc(Cl)cc2)c([N+](=O)[O-])c1 (configuration not stated),2,-4,4,-2,-0.8,0,8,3,0,-2
CCn1c2ccccc2c2cc(/C=C(/C#N)C(N)=S)ccc21,-385,1,3,-6,-0.9,2,-5,-2,-454,-3
NC(=O)c1ccc(N2CCCCC2)c(N2C(=O)C3CC=CCC3C2=O)c1 (configuration not stated),-3,3,0,2,-0.3,-4,10,0,2,4
CCOC(=O)CC(NC(=O)c1cccs1)c1ccc(C)cc1 (configuration not stated),8,3,-6,7,-0.3,-8,8,1,-2,-6
COc1ccccc1Nc1ncnc2c1oc1ccccc12,-159,-1,1,1,1.0,-1,2,-5,-190,3
CC(C)(C)NC(=O)NC(=O)CN1CCN(S(=O)(=O)c2ccc3c(c2)OCCO3)CC1,3,4,1,-4,0.1,0,9,1,-3,9
COCc1cc(=O)n2[nH]c(C(F)(F)F)nc2n1,-2,-2,3,4,0.5,0,4,1,0,-6
CC(=O)N1N=C(c2cccs2)CC1c1ccc(Br)cc1 (configuration not stated),3,-3,-5,-6,0.7,4,0,-1,-4,2
COc1ccc(-c2[nH]ncc2CN2CCC(c3ccncc3)CC2)cc1F,3,-4,-2,1,-0.3,4,-16,0,-4,-16
Cc1ccc(-c2nc(NCCCO)c3ccccc3n2)cc1,-6,3,5,1,0.1,1,-7,6,-9,-7

# Compound profiles (already shown). Values in the order: PLCg1 inh | DDE Tn6 FP inh | Rev-erbA mod | HGIII-sPLA2 inh | proKLK7 act | Tn7 DDE FP | ASAP1 GAP inh | UHRF1 MBD2 ctr | PLC-beta3 inh | ARFGAP1 inh
# Shown for `CCOc1cc(/C=N/NC(=O)CCCC(=O)NC2CCCCC2)ccc1O` : -1 | 2 | 0 | 8 | -3.3 | -3 | 5 | 4 | 0 | 2
# Shown for `CC(=O)N1N=C(c2cccs2)CC1c1ccc(Br)cc1` (configuration not stated) : 3 | -3 | -5 | -6 | 0.7 | 4 | 0 | -1 | -4 | 2
# Shown for `COc1ccccc1Nc1ncnc2c1oc1ccccc12` : -159 | -1 | 1 | 1 | 1.0 | -1 | 2 | -5 | -190 | 3
